High-throughput results: PubChem BioAssay, several laboratories
TcdB GH inh = TcdB glycohydrolase inhibitors, primary screen, biochemical, single point, plate reader; TcdB glycohydrolase enzymatic assay; AID 652162, 2013; inhibition, % at 9.99 µM; 0.24% of 350,000 active; Toxin B (Clostridioides difficile), P18177; in the data active = inhibition above about 10%
Target sequence (P18177 whole entry, looked up): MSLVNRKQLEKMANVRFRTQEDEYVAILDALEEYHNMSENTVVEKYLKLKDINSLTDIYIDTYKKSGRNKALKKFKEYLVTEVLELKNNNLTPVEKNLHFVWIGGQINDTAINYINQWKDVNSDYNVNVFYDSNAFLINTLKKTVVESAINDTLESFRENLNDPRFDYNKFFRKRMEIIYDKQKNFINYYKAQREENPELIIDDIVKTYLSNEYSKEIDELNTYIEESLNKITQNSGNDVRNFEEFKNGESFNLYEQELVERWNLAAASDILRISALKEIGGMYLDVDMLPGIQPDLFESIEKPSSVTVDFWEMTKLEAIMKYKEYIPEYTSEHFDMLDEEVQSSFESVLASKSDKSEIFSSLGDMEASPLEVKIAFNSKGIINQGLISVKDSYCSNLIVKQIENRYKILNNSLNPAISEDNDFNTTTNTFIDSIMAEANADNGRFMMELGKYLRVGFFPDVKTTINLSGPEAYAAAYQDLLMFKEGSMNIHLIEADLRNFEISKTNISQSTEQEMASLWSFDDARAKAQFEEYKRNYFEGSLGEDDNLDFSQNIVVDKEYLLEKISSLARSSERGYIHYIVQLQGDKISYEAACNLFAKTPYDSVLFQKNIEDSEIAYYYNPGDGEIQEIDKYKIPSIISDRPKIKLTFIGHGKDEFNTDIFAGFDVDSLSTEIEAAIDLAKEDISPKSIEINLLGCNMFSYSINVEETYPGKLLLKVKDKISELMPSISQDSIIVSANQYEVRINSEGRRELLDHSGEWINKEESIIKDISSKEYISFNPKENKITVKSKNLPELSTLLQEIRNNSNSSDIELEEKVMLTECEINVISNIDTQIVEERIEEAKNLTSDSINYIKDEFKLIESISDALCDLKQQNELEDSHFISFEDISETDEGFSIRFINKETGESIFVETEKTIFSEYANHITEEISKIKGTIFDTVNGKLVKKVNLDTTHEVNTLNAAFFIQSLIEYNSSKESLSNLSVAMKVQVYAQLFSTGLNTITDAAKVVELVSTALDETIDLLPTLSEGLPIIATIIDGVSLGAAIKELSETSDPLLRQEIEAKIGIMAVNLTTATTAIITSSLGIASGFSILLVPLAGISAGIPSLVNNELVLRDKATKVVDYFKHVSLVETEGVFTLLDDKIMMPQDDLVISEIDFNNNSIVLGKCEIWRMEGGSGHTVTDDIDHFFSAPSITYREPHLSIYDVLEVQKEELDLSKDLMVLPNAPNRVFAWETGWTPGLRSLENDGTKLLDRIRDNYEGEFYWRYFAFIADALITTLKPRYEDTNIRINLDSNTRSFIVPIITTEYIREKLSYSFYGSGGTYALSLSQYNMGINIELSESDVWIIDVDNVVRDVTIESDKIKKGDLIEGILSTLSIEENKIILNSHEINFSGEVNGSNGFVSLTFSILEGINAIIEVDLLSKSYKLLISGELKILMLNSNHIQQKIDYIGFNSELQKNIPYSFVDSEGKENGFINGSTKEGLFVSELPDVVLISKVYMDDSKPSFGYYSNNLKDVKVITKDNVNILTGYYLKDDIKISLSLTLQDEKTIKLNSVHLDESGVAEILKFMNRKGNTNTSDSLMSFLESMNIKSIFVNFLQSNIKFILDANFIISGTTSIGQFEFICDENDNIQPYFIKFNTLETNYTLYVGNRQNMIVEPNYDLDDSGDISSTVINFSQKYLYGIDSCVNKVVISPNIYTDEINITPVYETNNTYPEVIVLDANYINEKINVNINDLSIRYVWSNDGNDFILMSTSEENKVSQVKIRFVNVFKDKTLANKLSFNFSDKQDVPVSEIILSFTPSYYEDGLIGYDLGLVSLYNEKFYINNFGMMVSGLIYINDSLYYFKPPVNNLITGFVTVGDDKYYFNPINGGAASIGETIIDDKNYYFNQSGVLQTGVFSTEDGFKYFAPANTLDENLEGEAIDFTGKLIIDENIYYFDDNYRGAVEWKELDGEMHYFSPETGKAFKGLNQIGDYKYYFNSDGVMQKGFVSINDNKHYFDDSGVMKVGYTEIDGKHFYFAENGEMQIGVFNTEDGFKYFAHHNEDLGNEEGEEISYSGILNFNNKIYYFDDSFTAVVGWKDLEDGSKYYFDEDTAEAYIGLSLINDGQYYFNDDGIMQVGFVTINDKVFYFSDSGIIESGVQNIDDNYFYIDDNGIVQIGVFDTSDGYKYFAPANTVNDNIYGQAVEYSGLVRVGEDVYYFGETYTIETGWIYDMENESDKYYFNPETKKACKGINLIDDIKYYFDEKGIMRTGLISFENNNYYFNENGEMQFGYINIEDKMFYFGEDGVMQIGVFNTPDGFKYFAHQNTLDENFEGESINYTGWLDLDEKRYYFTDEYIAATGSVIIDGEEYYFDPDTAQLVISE
CCHFV vOTU inh = CCHFV vOTU protease inhibitors, primary screen, biochemical, Pep-AMC substrate, fluorescence. inhibition, % at 11.5 µM. Crimean-Congo hemorrhagic fever virus L polyprotein viral ovarian tumor (vOTU) protease …. 0.55% of 370,000 active; in the data active = inhibition above about 30%; note: 0% = vehicle wells with enzyme and 100% = no enzyme wells
Yp Topo-I inh = Yersinia pestis topoisomerase I inhibitors, primary screen, biochemical, cleavage product accumulation, plate reader, single point; activity, % at 10 µM; Y. pestis Topo-I cleavage product accumulation; 0.064% of 360,000 active; DNA topoisomerase I (Yersinia pestis CO92); in the data active = activity above about 50%, passing the limit was not always enough; note: inactives centre near 2
BoNT-A LC inh2 = BoNT/A light chain protease inhibitors, primary screen, biochemical, flow cytometry, MLPCN library. Botulinum neurotoxin type A light chain protease (Clostridium botulinum A str. ATCC 3502). multiplex microsphere protease substrate cleavage. inhibition, % at 10 µM. 0.17% of 360,000 active. AID 588499, 2011; note: plate controls were buffer without enzyme for full effect and enzyme alone for no effect
FadD28 FP inh = inhibitors of FadD28 bisubstrate probe binding, primary screen, biochemical, fluorescence polarization, single point | inhibition, % at 12.5 µM | 0.22% of 360,000 active | AID 588549, 2011; in the data active = inhibition above about 8.5%, passing the limit was not always enough
Anthrax LF inh2 = Bacillus anthracis LF protease inhibitors, primary screen, biochemical, multiplex microsphere, MLPCN library; Lethal factor (Bacillus anthracis), P15917; AID 588501, 2011; multiplex microsphere protease cleavage assay; inhibition, % at 10 µM; 0.12% of 360,000 active; note: plate controls were buffer without enzyme for full effect and enzyme alone for no effect
PfHsp40 yeast = rescue of yeast from PfHsp40 toxicity, primary screen, S. cerevisiae, ATP luminescence | growth rescue, % at 12.5 µM | 0.68% of 340,000 active | AID 504582, 2011 | S. cerevisiae expressing PfHsp40, growth rescue; in the data active = growth rescue above about 28%, passing the limit was not always enough;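 note: yeast W303a lacking pdr1 and pdr3 grown in galactose medium; growth measured after three days at 30 °C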
BoNT F protease = BoNT/F light chain protease inhibitors, primary screen, biochemical, flow cytometry, MLPCN library; Multiplex microsphere protease cleavage assay; 0.22% of 360,000 active; inhibition, % at 10 µM; in the data active = inhibition above about 35%, passing the limit was not always enough; note: plate controls were buffer without enzyme for full effect and enzyme alone for no effect
PrPC surface inh = inhibitors of human cell surface prion protein PrPC, primary screen, cell-based, TR-FRET | Major prion protein (Homo sapiens), P04156 | TR-FRET read-out | inhibition, % at 13.8 µM | 0.43% of 370,000 active | AID 720596, 2013; in the data active = inhibition above about 24%; note: 0% = median of the test wells and 100% = reference compound wells
Active calls of the source: *; nt = no result given. Cut-off read from the data, not from the text of the source, unless noted: active = inhibition above about 30%; inconclusive = no clear call, values can overlap the other calls; inactive = below that. Rows were taken by chance; any-hit rate near 2.3%.

SMILES | TcdB GH inh | CCHFV vOTU inh | Yp Topo-I inh | BoNT-A LC inh2 | FadD28 FP inh | Anthrax LF inh2 | PfHsp40 yeast | BoNT F protease | PrPC surface inh
CC1CCCN(C(=O)CN2CCN(C(=O)c3ccco3)CC2)C1 (stereo not drawn) | nt | -5 | 0 | 0.1 | 0.9 | 0 | 1.5 | -7 | 0
CNC(=O)c1cc(NC(=O)N(CCC#N)CCN(C(=O)NC(Cc2ccccc2)C(=O)NC(CC(C)C)C(=O)NC)c2ccccc2)ccc1OC (stereo not drawn) | -6.9 | -22 | 13 | 0.5 | -1.1 | 5 | -0.3 | 4 | 7
COc1cc(/C=N/NC(=O)c2ccc3nc[nH]c3c2)ccc1O | 2.7 | 10 | -8 | -2.4 | -2.5 | -4 | -0.2 | -13 | -5
[O-][N+]12CC[N+]([O-])(CC1)c1ccccc12 | nt | 8 | -4 | -0.5 | -3.3 | -2 | -0.6 | -6 | -1
CC(=O)N1c2c(cc(Br)cc2S(=O)(=O)N2CCOCC2)CC1C (stereo not drawn) | nt | -4 | 6 | 0.2 | -0.8 | 4 | -0.7 | 3 | -8
O=c1[nH]c2ccccc2n1C1CCN(C(c2cccs2)c2nnnn2Cc2ccccc2)CC1 (stereo not drawn) | 0.2 | 11 | nt | 0.9 | -9.4 | -4 | nt | -3 | 24
COc1ccc(CNC(=O)CN(C(=O)CCC(=O)Nc2ccccn2)c2ccc(C)cc2)cc1 | 0.9 | 8 | 21 | -1.6 | nt | 4 | -1.2 | 1 | 4
Cc1c(/C=N/NC(N)=O)c2ccccn2c1C(=O)c1ccc(F)cc1 | 7.9 | -5 | -10 | 1.2 | -4.0 | -1 | 0.0 | -2 | 3
Nc1cccc2c1C(=O)N(C(=O)c1ccc(Cl)c(S(=O)(=O)N3CCCCCC3)c1)C2=O | nt | -9 | 6 | 0.7 | -4.5 | 0 | 1.7 | 5 | -4
C#CCOc1ccccc1CNC1CCN(Cc2ccccc2)CC1 | 0.5 | 12 | 0 | -0.4 | -0.8 | 18 | nt | 13 | -7
c1ccc2c(-c3[nH]ncc3CNCCCn3ncc4ccccc43)cccc2c1 | -0.6 | 1 | 12 | 0.9 | -1.6 | 3 | -1.5 | -4 | -5
COc1cc(C(=O)COC(=O)c2cccs2)cc(OC)c1OC | 0.4 | -2 | -4 | -0.4 | -3.2 | 0 | -1.5 | -2 | 2
COc1ccc(-c2nc(SC(C)C(=O)c3c(N)n(C)c(=O)n(C)c3=O)n[nH]2)cc1 (stereo not drawn) | -0.1 | 10 | 0 | -0.7 | -4.2 | -9 | 2.9 | -12 | 5
CC(=O)NS(=O)(=O)c1ccc(NC(=O)c2cc(-c3cccs3)nc3ccccc23)cc1 | nt | -10 | -5 | 0.5 | -3.1 | 2 | -1.0 | -4 | -7
CCOC(=O)c1nn(-c2ccc(Cl)cc2C)ccc1=O | 0.5 | -9 | 4 | 0.3 | -1.4 | 14 | -0.7 | 8 | 3
N#CC1=C(N)Oc2c(ccc3cccnc23)C1c1ccncc1 (stereo not drawn) | 1.2 | -16 | -11 | -0.8 | -1.7 | -5 | -0.3 | -10 | -10
COc1ccc(N2c3ccccc3CN(Cc3ccccc3)[C@@H](C)[C@H]2Cc2cccnc2)cc1 | -9.7 | 10 | -10 | -1.0 | -2.5 | -7 | nt | -3 | 8
Cc1cccc(C)c1OCC(=O)Nc1cccc(C(=O)O)c1 | 1.1 | 8 | 8 | -0.2 | -0.8 | 6 | -1.3 | -3 | -7
O=C(Nc1cccc(S(=O)(=O)N2CCOCC2)c1)c1cc2ccccc2o1 | 3.1 | -6 | 11 | -1.4 | -4.0 | -4 | 1.9 | -1 | 4
COc1ccc(NC(=O)c2nc[nH]c2C(=O)N[C@H](C)c2ccccc2)cc1 | 0.9 | 4 | 9 | -0.1 | -6.2 | 0 | 8.3 | -2 | -6

The final six entries of the part above are carried over, then new ones follow.
SMILES | TcdB GH inh | CCHFV vOTU inh | Yp Topo-I inh | BoNT-A LC inh2 | FadD28 FP inh | Anthrax LF inh2 | PfHsp40 yeast | BoNT F protease | PrPC surface inh
CCOC(=O)c1nn(-c2ccc(Cl)cc2C)ccc1=O | 0.5 | -9 | 4 | 0.3 | -1.4 | 14 | -0.7 | 8 | 3
N#CC1=C(N)Oc2c(ccc3cccnc23)C1c1ccncc1 (stereo not drawn) | 1.2 | -16 | -11 | -0.8 | -1.7 | -5 | -0.3 | -10 | -10
COc1ccc(N2c3ccccc3CN(Cc3ccccc3)[C@@H](C)[C@H]2Cc2cccnc2)cc1 | -9.7 | 10 | -10 | -1.0 | -2.5 | -7 | nt | -3 | 8
Cc1cccc(C)c1OCC(=O)Nc1cccc(C(=O)O)c1 | 1.1 | 8 | 8 | -0.2 | -0.8 | 6 | -1.3 | -3 | -7
O=C(Nc1cccc(S(=O)(=O)N2CCOCC2)c1)c1cc2ccccc2o1 | 3.1 | -6 | 11 | -1.4 | -4.0 | -4 | 1.9 | -1 | 4
COc1ccc(NC(=O)c2nc[nH]c2C(=O)N[C@H](C)c2ccccc2)cc1 | 0.9 | 4 | 9 | -0.1 | -6.2 | 0 | 8.3 | -2 | -6
CSc1nc(N)c2c3c(sc2n1)CN(C)CC3 | 0.7 | -18 | 0 | -0.7 | -2.1 | 7 | nt | -11 | -10
O=C(COc1ccc(Cl)cc1)N(Cc1ccco1)C1CCS(=O)(=O)C1 (stereo not drawn) | 1.6 | -3 | 3 | -0.7 | 1.4 | -5 | -0.8 | -11 | -4
CC(=O)c1cc(C(=O)N2CCc3c([nH]c4ccccc34)C2C2CCCCC2)[nH]n1 (stereo not drawn) | 1.1 | 2 | 14 | -0.1 | -0.1 | -1 | 0.1 | -4 | -6
Cc1nc(N/N=C/c2cccc(F)c2)cc(N2CCOCC2)n1 | 2.4 | 18 | -2 | 1.6 | 1.1 | 11 | -1.1 | 13 | 1
OC(COCC1COc2ccccc2O1)CN1CCCCC1 (stereo not drawn) | 0.6 | 5 | 0 | -0.1 | -2.3 | -2 | 1.0 | 0 | -7
CCc1ccc2c(c1)NC(=O)C2(C)Cc1ccccc1OC (stereo not drawn) | -0.1 | 22 | 20 | -0.3 | -0.2 | -4 | nt | -3 | 3
COC(=O)C1=C(C)NC(C)=C(C(=O)OC)C1c1ccc(-c2cccc([N+](=O)[O-])c2)o1 | 8.3 | 10 | -4 | -0.4 | -1.8 | -7 | -1.7 | -5 | -5
COc1ccc2cc(CN(CC3COCCO3)S(=O)(=O)c3ccc(Cl)cc3)c(=O)[nH]c2c1 (stereo not drawn) | nt | 7 | -1 | 0.0 | -1.2 | -2 | 1.0 | 5 | 8
CC1(C)S[C@@H]2[C@H](NC(=O)[C@H](N)c3ccccc3)C(=O)N2[C@H]1C(=O)OC1OC(=O)c2ccccc21 (stereo partly drawn) | 0.4 | -66 | -2 | -1.1 | -0.8 | 4 | -1.4 | -10 | 4
Cc1ccc(S(=O)(=O)N2CCN(CC(=O)N/N=C/c3ccc(C)o3)CC2)cc1 | nt | 0 | -4 | -0.8 | 0.9 | 0 | 0.3 | -5 | 5
CCC(CO)Nc1ccn2nc(-c3cccc(Cl)c3)cc2n1 (stereo not drawn) | 2.5 | -23 | -5 | 0.0 | -2.8 | 3 | nt | -2 | 1
CNC(=O)CN(c1cc([N+](=O)[O-])ccc1OC)S(C)(=O)=O | nt | -14 | 1 | 0.0 | -1.3 | 1 | -1.1 | -4 | -4
Nn1c(SCC(=O)NCCc2ccc(F)cc2)nnc1C1CCCCC1 | 2.2 | 5 | 5 | 1.3 | -0.2 | 4 | 0.4 | 6 | -4
CCOc1ccc(S(=O)(=O)N2CCC(C(=O)OC(C)C(=O)NC3CCCCC3C)CC2)cc1 (stereo not drawn) | 0.8 | 11 | 6 | 1.4 | -3.2 | 2 | 1.4 | 1 | -2
CC1CCN(c2c(NCc3ccc(C(=O)NCCc4ccc(Cl)cc4)cc3)c(=O)c2=O)CC1 | 0.8 | 1 | 32 | 0.1 | -1.4 | -4 | 1.5 | -1 | 5
O=C(NCc1ccccn1)C1CCN(S(=O)(=O)c2ccccc2F)CC1 | 1.5 | -9 | 1 | -0.3 | -1.8 | -4 | 0.4 | -4 | 0
CCOc1ccccc1C(=O)N/N=C/c1ccoc1 | 0.1 | 7 | -9 | 0.4 | -3.6 | 4 | -0.3 | -7 | -2
Cn1c(N)c(C(=O)CSc2nc(C3CC3)n(-c3ccccc3)n2)c(=O)[nH]c1=O | 2.1 | 5 | -2 | -3.4 | -1.0 | -6 | 0.1 | -3 | 3
Cc1cc(C)c(OCC(=O)Nc2ccc3c(c2)OCO3)cc1C | nt | 3 | 10 | 1.2 | -1.6 | -3 | 2.8 | 4 | 4
COc1ccc(C2C(C(=O)NCc3ccccc3)=C(C)Nc3ncnn32)cc1OC (stereo not drawn) | nt | 2 | -6 | -1.2 | 1.2 | -6 | 3.5 | 2 | 4
Cc1ccc(C2=NNC(=O)C(c3ccc(Cl)cc3)C2)cc1 (stereo not drawn) | nt | 9 | 24 | 0.1 | -2.6 | 0 | 3.8 | -5 | 0
Cc1oc2c(CN3CCCC3)c(O)ccc2c(=O)c1-c1ccc(Cl)cc1 | nt | -79 | -7 | -1.2 | 0.6 | 0 | -1.0 | -8 | 0
CCOc1ccc(NS(=O)(=O)c2ccc(Cl)c(C(=O)N(C)Cc3cccnc3)c2)cc1 | 5.6 | 11 | 4 | -5.5 | -1.9 | -4 | 0.0 | -29 | -6
Cc1cc(C)c(S(=O)(=O)NCc2cn3c(C)csc3n2)c(C)c1 | nt | -13 | 0 | 0.4 | -4.6 | -2 | -1.6 | -4 | 3
CC1OC2CC(=O)OC2C2=C1C(=O)c1c(O)cccc1C2=O (stereo not drawn) | -1.4 | 98* | -10 | -1.0 | -1.0 | -13 | nt | 1 | 81*
O=C(NN1C(=O)C2C3C=CC(C3)C2C1=O)c1cccc(Cl)c1 (stereo not drawn) | nt | -6 | 6 | -0.2 | -4.1 | 1 | 0.5 | 1 | 1
COc1cccc(N/C=C(\C#N)c2ccc(OCCCF)cc2)c1 | nt | 4 | 7 | -2.0 | -1.2 | -5 | 4.0 | -33 | 3
CCOC(=O)C(C)Sc1nc2ccccc2c(=O)n1CC (stereo not drawn) | nt | 9 | 1 | 0.0 | -1.0 | 0 | -0.8 | -7 | -5
CNC(=O)c1nnn(-c2ccccc2)c1C(=O)NC | nt | 3 | -2 | 0.3 | 0.0 | -1 | -0.3 | -1 | -5
Cc1ccccc1NC(=O)Cc1nc(COC(=O)CCC(=O)c2ccccc2)cs1 | 3.0 | 15 | 18 | -0.2 | -1.1 | -2 | 2.1 | 2 | -1
COc1ccc(-c2coc3cc(OC(C)=O)c(OC)cc3c2=O)cc1 | 1.2 | -17 | 5 | -0.8 | -0.4 | -2 | 0.6 | -10 | -5
CCOC(=O)c1cn2nc(OP(=S)(OCC)OCC)cc2nc1C | nt | 14 | 33 | 0.3 | -4.1 | -2 | -0.5 | 4 | 6
CCOC(=O)N1CCN(C(=O)C[C@@H]2C[C@@]3(C(=O)OCC)CCCC=C3N(Cc3ccco3)C2=O)CC1 | 0.9 | 19 | nt | 0.1 | nt | 0 | nt | 1 | 2
Cn1c(/C(C#N)=C/c2ccc(O)cc2)nc2ccccc21 | 1.8 | 5 | 7 | -0.5 | -3.0 | 5 | 0.2 | -3 | -4
CC(C)NC(=O)NC(=O)CN1c2cccc3cccc(c23)S1(=O)=O | 0.5 | -9 | -7 | -3.0 | 0.7 | 1 | 0.5 | -14 | -4
